Screens as filed in PubChem.
ELG1 DNA repair = inhibitors of ELG1-dependent DNA repair in HEK293T cells; HEK293T ELG1-luciferase reporter, luminescence, 16 h; DNA damage induced by 5-fluorouridine; Potency, µM (doses to about 46.1 µM), inactives show at the top dose activity change, negative = inhibition, most hits filed as inhibitors; actives 2.3% (n = 330,000); note: potency is the fitted concentration of half-maximal effect; % is set by controls: 0 for no effect and ±100 for the full control effect; nearly all actives have a fitted effect of over 55% in size
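Luminescence from the luciferase reporter, measured 30 min after ONE-Glo reagent at room temperature, was the read-out. Beforehand, 2,000 cells per well were exposed for 16 hr at 37 °C to 5-fluorouridine together with compound or vehicle.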
Rab9 promoter act = activators of Rab9 promoter. AID 485297. Potency, µM (doses to about 9.22 µM), inactives show at the top dose activation, negative = inhibition, hits mostly activators. Huh7 Rab9 promoter-luciferase reporter, luminescence, 24 h. actives 2.8% (n = 320,000); note: potency is the fitted concentration of half-maximal effect; % of control where 0% means no effect; nearly all actives have a fitted effect of over 60% in size
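Huh7 reporter line, Rab9 promoter upstream of luciferase. Compound exposure 24 h at 37 °C in reduced-serum medium with 10% FBS. Read-out: luminescence.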
NPC1 prom act = NPC1 promoter activation | Huh7 NPC1 promoter luciferase reporter, 24 h | Potency, µM (highest dose often 9.22 µM), for the others: top-dose activation, most hits filed as activators | actives 2.4% (n = 320,000);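 note: potency is the fitted concentration of half-maximal effect; % of control where 0% means no effect; nearly all actives have a fitted effect of over 60% in size; reporter is driven by a mutant NPC1 promoter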
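In 1536-well qHTS, Huh7 cells harboring an NPC1 promoter–luciferase construct received compound for 24 h; activation was quantified by luminescence following luciferase reagent addition.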
Tb PFK inh = blocks T. brucei phosphofructokinase. O15648. Potency, µM (top dose mostly 57.5 µM), without a hit: top-dose activity, negative = inhibition, usual class: inhibitors. T. brucei PFK, ADP-Glo luminescence. actives 0.17% (n = 330,000);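 note: potency is the fitted concentration of half-maximal effect; 0% = uninhibited 1x PFK enzyme wells and -100% = no-enzyme wells; nearly all actives have a fitted effect of over 60% in size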
Target sequence (O15648 whole entry, looked up): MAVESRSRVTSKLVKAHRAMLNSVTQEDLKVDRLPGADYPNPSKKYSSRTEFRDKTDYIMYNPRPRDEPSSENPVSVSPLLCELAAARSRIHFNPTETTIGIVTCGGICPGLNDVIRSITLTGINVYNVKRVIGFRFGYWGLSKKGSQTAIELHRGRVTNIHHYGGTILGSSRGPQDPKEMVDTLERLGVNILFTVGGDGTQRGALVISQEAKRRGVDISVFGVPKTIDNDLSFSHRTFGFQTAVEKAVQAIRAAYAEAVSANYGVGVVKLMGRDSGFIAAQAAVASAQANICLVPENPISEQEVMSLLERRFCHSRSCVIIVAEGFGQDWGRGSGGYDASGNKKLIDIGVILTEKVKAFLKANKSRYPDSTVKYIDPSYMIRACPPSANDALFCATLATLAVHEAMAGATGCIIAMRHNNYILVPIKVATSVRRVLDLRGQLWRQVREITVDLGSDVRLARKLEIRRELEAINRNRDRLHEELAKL
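PFK 1.25 nM, F6P 0.5 mM, ATP 0.1 mM, 0.1 M TEA pH 8.0, 5 mM MgCl2, 0.01% Tween20, 0.1% BSA; 45 min RT. ADP-Glo readout. qHTS titration up to 57 uM; curves fitted, compounds curve-classed.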
TRPV1 ag = human TRPV1 agonism; Q8NER1; TRPV1-expressing cells, Fluo-8 calcium influx, agonist mode; activation, % at 8.33 µM; actives 0.19% (n = 320,000); AID 540275; in the data active = activation above about 80%; inconclusive = between about 30% and that limit; note: 0% is about no effect
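Cells expressing TRPV1 were dye-loaded with Fluo-8 and read kinetically: 10 s baseline, 3 min after compound (agonist portion), then 2 min after EC20 capsaicin (allosteric enhancer portion). Calcium-bound dye fluorescence at 480/520 nm.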
RORgamma inh = inhibitors of mouse ROR gamma transcriptional activity. Drosophila S2 Gal4-RORgamma UAS-luciferase reporter, 20 h. actives 5.4% (n = 310,000). Potency, µM (series often up to 53.6 µM), for the others: top-dose activity change, negative = inhibition, most hits filed as inhibitors. AID 2551; note: potency is the fitted concentration of half-maximal effect; % is set by controls: 0 for no effect and ±100 for the full control effect; nearly all actives have a fitted effect of over 60% in size
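Luminescence from a UAS-regulated Photinus luciferase reporter in stably transfected Drosophila Schneider cells is measured; decreased signal marks ROR gamma inhibition. Fusion expression is induced by 700 uM copper sulfate for 20 hr.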
p53 reactivation = restores transcriptional activity of mutant p53. H1299 p53-A138V BP100-luciferase reporter, luminescence, 24 h. Potency, µM (series often up to 92.2 µM), without a hit: at the highest dose activity change, positive = activation, hits mostly activators. actives 0.063% (n = 320,000). AID 504706; note: potency is the fitted concentration of half-maximal effect; % of control where 0% means no effect; nearly all actives have a fitted effect of over 45% in size
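p53-null H1299 cells stably carrying temperature-sensitive p53-A138V and a BP100-luciferase reporter were pinned with compounds (4-point, 1:5 series) and held 24 hrs at 37 deg C. Luminescence was read 10 min after detection reagent.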
ELG1 genotox = inducers of genotoxicity in HEK293T ELG1-luciferase cells; HEK293T ELG1-luciferase reporter, luminescence, 16 h; Potency, µM (series often up to 46 µM), for the others: at the highest dose activity change, positive = activation, most hits filed as activators; actives 1.3% (n = 330,000); AID 504466; note: potency is the fitted concentration of half-maximal effect; % of control where 0% means no effect; nearly all actives have a fitted effect of over 60% in size
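Cells (2,000/well) expressing the ELG1-luciferase fusion are dosed by pin tool and kept 16 hr at 37 °C, 5% CO2. Signal comes from ONE-Glo luciferase reagent after 30 min at room temperature.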
FLuc counter = inhibits or activates purified firefly luciferase, miR-21 counter-screen | Potency, µM (series often up to 57.5 µM), inactives show at the top dose activity change, negative = inhibition, most hits filed as inhibitors | actives 6.9% (n = 360,000) | P08659 | AID 588342 | purified FLuc, Km substrates, luminescence inhibition;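 note: potency is the fitted concentration of half-maximal effect; plate controls were vehicle for no effect and reference inhibitor for full effect; nearly all actives have a fitted effect of over 55% in size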
Target sequence (P08659 whole entry, looked up): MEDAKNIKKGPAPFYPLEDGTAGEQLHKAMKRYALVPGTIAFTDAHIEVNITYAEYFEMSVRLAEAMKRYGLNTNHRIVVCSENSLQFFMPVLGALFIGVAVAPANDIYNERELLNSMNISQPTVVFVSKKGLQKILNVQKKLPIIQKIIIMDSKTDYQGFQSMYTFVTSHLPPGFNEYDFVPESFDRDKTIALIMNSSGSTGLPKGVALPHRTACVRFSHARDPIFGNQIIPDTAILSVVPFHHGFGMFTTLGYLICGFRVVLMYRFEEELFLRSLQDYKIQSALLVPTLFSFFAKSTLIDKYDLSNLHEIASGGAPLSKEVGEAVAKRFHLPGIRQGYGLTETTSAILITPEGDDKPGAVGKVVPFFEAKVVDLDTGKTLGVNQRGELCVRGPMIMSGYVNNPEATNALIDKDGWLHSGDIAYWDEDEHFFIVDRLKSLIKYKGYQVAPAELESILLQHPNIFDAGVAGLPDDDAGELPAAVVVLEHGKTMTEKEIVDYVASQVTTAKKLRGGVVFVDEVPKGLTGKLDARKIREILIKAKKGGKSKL
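Biochemical qHTS of compounds, final roughly 60 µM downward over six points, against 10 nM purified firefly luciferase using Km concentrations of substrates (10 uM D-luciferin, 10 uM ATP) in Tris acetate pH 7.5 buffer; luminescence output.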
BRCA1 expr up = activators of BRCA1 expression. MCF7-BRCA1-FFLuc reporter, luminescence, 48 h; response scale: scaled: vehicle 0%, 10 µM genistein 100%. Potency, µM (series often up to 46.1 µM), inactives show at the highest dose activation, usual class: activators. actives 1.1% (n = 380,000); note: potency is the fitted concentration of half-maximal effect; nearly all actives have a fitted effect of over 80% in size; some results filed as inactive show a strong effect at the top dose
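MCF7-BRCA1-FFLuc cells, 2000/well in phenol-red-free MEM, attached 2 h then treated 48 h at 37 C. Luciferase luminescence read 15 min after reagent; normalized to genistein maximum activation (10microM) and DMSO, concentration-response fitted.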
Gal4-VP16 FLuc = Gal4-VP16 reporter inhibition counter-screen. Drosophila S2 Gal4-VP16 UAS-luciferase, luminescence, 20 h. Potency, µM (top dose mostly 53.6 µM), for the others: top-dose activity, negative = inhibition, most hits filed as inhibitors. actives 3.5% (n = 310,000). AID 2546;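 note: Gal4-VP16 expression switched on by copper sulfate through the metallothionein promoter; potency is the fitted concentration of half-maximal effect; % is set by controls: 0 for no effect and ±100 for the full control effect; nearly all actives have a fitted effect of over 50% in size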
* marks the source's active call; other numbers are inactive results; ? = inconclusive; . = no result given; & = joins results of further samples; [ ] = remark or other dose. Unless noted, calls come from the whole dose curve; as a rule, active = well fitted curve in the direction sought with a large enough effect; inconclusive = small, poorly fitted or top-dose-only effect, or another doubt; inactive = no such curve, though single readings can be large; an effect the other way counts as inactive or inconclusive.

Results follow in this order: ELG1 DNA repair	Rab9 promoter act	NPC1 prom act	Tb PFK inh	TRPV1 ag	RORgamma inh	p53 reactivation	ELG1 genotox	FLuc counter	BRCA1 expr up	Gal4-VP16 FLuc
COc1ccc(OCC(=O)Nc2ccc(N3CCN(Cc4ccccc4F)CC3)cc2)cc1
  ?	-2%	12%	1%	-1	-5%	-2%	3%	0%	3%	-2%
Cc1cccc(NC(=O)Cn2nc(-c3cccs3)ccc2=O)c1C
  4%	0%	1%	0%	1	-21%	-9%	-2%	-1%	-35%	9%
COc1ccc(CC(=O)Nc2ccc(F)c(F)c2F)cc1S(=O)(=O)N1CCOCC1
  1%	2%	-1%	-11%	2	.	-2%	0%	.	3%	.
CCOC(=O)CCc1c(C)n(CC)c2cc(-c3ccccc3OC)nn2c1=O
  ?	3%	1%	-5%	0	-9%	-3%	0%	1%	-22%	-5%
COc1ccc(-c2nn(-c3ccccc3)cc2/C=N/NC(=O)c2cccc(S(=O)(=O)Nc3ccccc3Cl)c2)cc1
  ?	16%	11%	4%	0	1.8µM*	?	-3%	-16%	30%	1.8µM*
COCc1cc(C)nc2sc(C(=O)Nc3cccc(OC)c3)c(N)c12
  ?	3.2µM*	2.2µM*	-4%	0	-10%	-4%	?	8.5µM*	2.5µM*	-11%
COC(=O)c1ccc(NC(=S)NC2CCCCC2)cc1
  ?	-11%	-6%	0%	?	7.1µM*	30%	-1%	?	8%	?
O=C(COC(=O)CCC1CCCC1)Nc1ccc(Cl)cn1
  ?	-9%	-2%	-12%	-5	6%	-1%	0%	1%	1%	-6%
Cc1ccn2c(CN(C)CCn3nc(C)cc3C)c(C(=O)N3CCCCCC3)nc2c1
  -4%	-5%	3%	0%	15	11%	-1%	3%	3%	-17%	-1%
COc1ccc(C(=O)COC(=O)CN2C(=O)C3CC=CCC3C2=O)c(OC)c1 (centres undefined)
  0%	.	.	-11%	.	.	-10%	11%	.	-2%	.
O=C(NCCN1CCOCC1)/C(=C\c1ccccc1F)NC(=O)c1ccccc1
  28%	0%	-5%	-1%	1	-12%	10%	3%	1%	0%	-15%
Cc1ccccc1NS(=O)(=O)c1ccc(C(=O)NCCCN2CCOCC2)cc1
  2%	-4%	-5%	-5%	-1	.	-6%	-4%	0%	-9%	.
Cc1csc(NC(=O)CSc2nnc(-c3cccnc3)o2)n1
  -15%	-2%	1%	1%	-1	-3%	-1%	-2%	1%	?	-4%
O=C(Cn1ncc2c1-c1ccccc1OC2)Nc1nc2ccccc2s1
  6%	10%	6%	5%	.	-15%	-8%	-4%	0%	-14%	-8%
Cc1ccccc1NS(=O)(=O)c1ccc(C(=O)N2CCCCCCC2)cc1
  -18%	-4%	-4%	1%	12	.	-4%	?	6%	-23%	.
COc1ccc(NS(=O)(=O)c2cc(NC(=O)C3CC3)ccc2N2CCCCC2)cc1
  ?	8%	-3%	7%	?	18%	-6%	-9%	2%	-10%	3%
CCOc1ccccc1NC(=O)CSc1nnc(C2CC2)n1CC
  4%	-7%	1%	0%	0	4%	-2%	0%	3%	-16%	-6%
Cc1cccc(C)c1NC(=O)CN(C)C(=O)/C=C/c1cccs1
  7%	-7%	4%	2%	-1	4%	-6%	0%	2%	10%	-6%
COc1ccc(OC)c(-c2cc(C(=O)NCCN3CCOCC3)no2)c1
  19%	-4%	-2%	3%	-3	7%	4%	1%	-2%	-17%	-10%
CC(C)Cc1nnc(NC(=O)CCC(=O)N2CCN(Cc3ccccc3)CC2)s1
  -5%	-2%	-2%	-2%	-4	19%	-3%	-5%	2%	7%	-4%
C=CCN(c1ccc(C(=O)Nc2ccc3c(c2)OCO3)cc1)S(C)(=O)=O
  13µM*	-2%	4%	-2%	28	22%	0%	-3%	?	0%	3%
O=C(COc1ccc2c(-c3ccccc3)cc(=O)oc2c1)Nc1ccc(CN2CCOCC2)cc1
  -1%	10%	-6%	-4%	3	12%	-5%	3%	-7%	-6%	-9%
Cc1cc(C(=O)N2CCCC(CNS(=O)(=O)c3cccs3)C2)nn1C (centres undefined)
  0%	-1%	-3%	-2%	1	6%	3%	-1%	1%	3%	-9%
CC1CCCC(NC(=O)c2ccc3c(c2)N(Cc2ccccc2)C(=O)CS3=O)C1C (centres undefined)
  ?	-3%	-7%	-1%	6	27%	3%	17%	11%	-4%	-12%
N/C(=N\OC(=O)CCN1C(=O)c2ccccc2C1=O)c1ccccn1
  15%	-11%	1%	8%	-1	26%	6%	7%	-7%	-9%	?
O=C(Nc1ncc([N+](=O)[O-])s1)c1ccccc1Br
  -1%	?	3.5µM*	2%	3	?	-5%	8%	?	47%	?
CCOC(=O)C1CCN(S(=O)(=O)c2ccc3c(c2)NC(=O)C(C)C(=O)N3)CC1 (centres undefined)
  -1%	1%	2%	-1%	-1	-5%	.	0%	9%&-10%	-4%	-2%
Cn1nc(C(=O)N2CCOCC2)c([N+](=O)[O-])c1C(=O)N1CCOCC1
  15%	2%	-2%	0%	-1	-13%	9%	-1%	-1%	17%	-8%
c1ccc(N2CCN(c3nc4cc5c(cc4s3)OCCO5)CC2)cc1
  ?	?	?	0%	4	-34%	?	5%	?	34%	-11%
COC(=O)c1[nH]c(=O)c2ccccc2c1OCc1ccccc1
  -2%	2%	2%	1%	6	-8%	-3%	1%	-2%	-23%	-4%
Cn1c(N)c(C(=O)COC(=O)CC2CC3CCC2C3)c(=O)n(C)c1=O (centres undefined)
  -14%	-34%[inhibitor]	-5%	1%	10	4%	-4%	-12%	2%	-17%	-3%
CCOc1ccc(S(=O)(=O)NCCC(=O)NCC(c2ccc(F)cc2)N2CCOCC2)cc1 (centres undefined)
  ?	-3%	-1%	0%	0	.	-3%	42%	-22%	1%	.
N#CNC(=Nc1cccc(Cl)c1)Oc1ccccc1
  19%	-3%	-6%	-8%	20	10%	1%	-1%	-1%	-33%	-9%
O=C(COc1ccc(C(=S)N2CCOCC2)cc1)N1CCCC1
  ?	9%	1%	21%	-5	-8%	-3%	-2%	-1%	-1%	-10%
COc1ccc(C(=O)NNC(=O)C(Cc2ccc(O)cc2)NC(=O)c2ccccc2NC(=O)c2ccc(OC)cc2)cc1 (centres undefined)
  ?	-5%	-1%	3%	-2	2%	-8%	0%	?	23%	-16%
OC1CCN(c2c3c(nc4cc(-c5ccc(Cl)cc5)nn24)CCC3)CC1
  18µM*	1%	-2%	-9%	12	-8%	-1%	-1%	?	-10%	-9%
N#C/C(=C(/O)c1ccc(-c2cccc([N+](=O)[O-])c2)o1)c1nc2ccccc2s1
  -7%	17%	8%	0%	8	-97%	14%	-4%	3µM*	-6%	?
CC(=O)c1cc(F)c(N2CCCCCC2)cc1C
  0%	-2%	-1%	-4%	8	?	19%	4%	?	24%	17%
O=C1Nc2cc(C(=O)N3CCN(c4ccccc4F)CC3)ccc2NC1CSCc1ccccc1F (centres undefined)
  -4%	-3%	0%	2%	-2	11%	25%	-2%	-3%	.	8%
Cn1c(SCc2ccc(Cl)cc2)nnc1-c1ccc2nonc2c1
  -26%	-4%	0%	-4%	9	31%	-1%	-3%	1%	18%	-1%
CCOC(=O)CCc1c(C)c2ccc(OCc3cc([N+](=O)[O-])ccc3OC)cc2oc1=O
  -11%	-16%	-6%	4%	3	4%	-6%	0%	2%	-15%	-3%
CC(=O)Nc1ccc(NC(=O)C(C)OC(=O)c2ccc3c(c2)OCCO3)cc1 (centres undefined)
  2%	-6%	0%	2%	-2	-32%	7%	2%	2%	-10%	-4%
CCOC(=O)C1=C(Cc2ccc(C)cc2)C(=O)c2ccccc2C1=O
  ?	-12%	-5%	21%	23	11µM*	-9%	4%	13µM*	.	?
CC(=O)NN1C(=O)/C(=C2/Sc3ccc(Cl)cc3N2C)SC1=S
  2%	11%[1.84 µM]	6%	8%	2	2%	5%	13%	-7%	2%	-1%
CCn1c(C)c(C(C)=O)c(N2CCN(C(c3ccccc3)c3ccccc3)CC2)nc1=S
  ?	-3%	-3%	23%	12	?	-6%	-16%	2%	-82%[inhibitor]	?
COc1ccc(CC(=O)NNC(=S)Nc2ccccc2)cc1Br
  -1%	-3%	-3%	1%	4	13µM*	-2%	-2%	-11%	-8%	?
Clc1cccc(N2CCN(CCNc3nc4ccccc4n4cnnc34)CC2)c1
  21µM*	-6%	1%	-3%	-1	36%	2%	-11%	5%	-55%	-1%

Outcome played no part in choosing rows. About 15% of those tested had a hit in this group.
